DAX1 inh-1 = DAX1 (NR0B1) inhibitors on StAR promoter, primary screen, cell-based, luminescence, SF-1 (NR5A1), full-length DAX-1. HEK293T StAR-luciferase reporter, SF-1/DAX-1 repression relief. inhibition, % at 6.8 µM. 370,000 compounds, 1.1% hits. AID 652010, 2013;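 active = inhibition above the mean over all tested compounds plus 3 SD, cut at about 3.6% in these data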;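 also: 0% = DAX-1 cells with DMSO and 100% = cells lacking DAX-1 with DMSO; higher inhibition means more luminescence from relief of DAX-1 repression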
MBD2 DNA inh = inhibitors of MBD2 binding to methylated DNA, primary screen, biochemical, TR-FRET, DNA-binding domain, human; Methyl-CpG-binding domain protein 2 (Homo sapiens), Q9UBB5; MBD2 binding to methylated oligonucleotide; inhibition, % at 4.4 µM; 370,000 compounds, 0.31% hits; AID 686964, 2013; in the data active = inhibition above about 13%
ADAM17 inh = ADAM17 inhibitors, primary screen, biochemical, QFRET; Disintegrin and metalloproteinase domain-containing protein 17 (Homo sapiens), P78536; recombinant ADAM17, EDANS/DABCYL FRET peptide cleavage; inhibition, % at 6.95 µM; 370,000 compounds, 0.83% hits;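 active = inhibition above the mean of compounds lying between control limits plus 3 SD, set per campaign, cut at about 8.5% in these data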;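 also: 0% = DMSO-only wells as the low control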
hgDAF12 agonist = H. glycines DAF-12 receptor agonists, primary screen, cell-based, luminescence, HEK293, GAL4 fusion, UAS-luciferase | HEK293 GAL4-hgDAF12 UAS-luciferase reporter, agonist luminescence; normalized to butyrate control | activation, % at 6.8 µM | 370,000 compounds, 1.8% hits | AID 687014, 2013;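 active = activation above a cutoff set at the mean of all screened compounds plus 3 SD, cut at about 10% in these data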;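 also: 0% = DMSO wells and 100% = sodium butyrate wells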
hcDAF12 agonist = H. contortus DAF-12 nuclear receptor activators, primary screen, cell-based, luminescence, HEK293, lit1-tk-luc reporter | 370,000 compounds, 1.4% hits | activation, % at 6.8 µM | HEK293 hcDAF-12 lit1-tk-luc reporter; 0% DMSO, 100% Δ7-dafachronic acid;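 active = activation above the mean of all tested compounds plus 3 SD, cut at about 5.5% in these data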;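 also: 100% = response to 3 µM Δ7-dafachronic acid high control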
PLCb3 inh = human PLC-beta3 inhibitors, primary screen, biochemical, fluorescence; 1-phosphatidylinositol 4,5-bisphosphate phosphodiesterase beta-3 (Homo sapiens), Q01970; Purified PLC-beta3, fluorogenic substrate; inhibition, % at 12.2 µM; 370,000 compounds, 0.18% hits; AID 720704, 2013; in the data active = inhibition above about 11%;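 also: 0% = median of compound wells on plate and 100% = full blocker control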
DAX1 inh-2 = DAX1 (NR0B1) inhibitors, primary screen, cell-based, HEK293, Gal4-DAX1, luciferase luminescence. AID 504766, 2011. 340,000 compounds, 0.99% hits. HEK293 Gal4-DAX1 luciferase reporter. inhibition, % at 6.75 µM. Nuclear receptor subfamily 0 group B member 1 (Homo sapiens), P51843;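 active = inhibition above the mean over all tested compounds plus 3 SD, cut at about 4.2% in these data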;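 also: 0% = DAX1-transfected cells with DMSO and 100% = empty-vector control cells with DMSO; inhibition shows as a rise in luminescence from relieved DAX1 repression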
ssDAF-12 act = S. stercoralis DAF-12 nuclear receptor activators, primary screen, cell-based, luminescence, HEK293, GRIP1 co-expression, lit1-tk-luc; Nuclear hormone receptor DAF-12 (Strongyloides stercoralis); HEK293 ssDAF-12/GRIP1 lit1-tk-luc reporter; % of 3 µM dafachronic acid response; activation, % at 6.8 µM; 370,000 compounds, 1% hits; AID 652126, 2013;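 active = activation above the mean over all tested compounds plus 3 SD, cut at about 0.9% in these data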;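 also: 0% = DMSO-only wells and 100% = 3 µM delta7-dafachronic acid wells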
NR1D1 modulator = modulators of Rev-erb alpha DNA binding, primary screen, biochemical, FITC-DNA, fluorescence polarization, uHTS; AID 1259318, 2017; Nuclear receptor subfamily 1 group D member 1 (Homo sapiens), P20393; 370,000 compounds, 0.79% hits; Rev-erbα–FITC-DNA binding, 90 min; activity, % at 10 µM;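 active = activity above about 14%, limit read from the data; passing the limit was not always enough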;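 also: 0% = DMSO wells with 35 nM protein and 100% = DMSO wells with 750 nM protein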
SMARCA2 act = SMARCA2 (BRM) function activators, primary screen, cell-based, luminescence, high throughput. MG213 cells, MMTV-luciferase reporter, dexamethasone, overnight. 370,000 compounds, 1% hits. activation, % at 9.1 µM; in the data active = activation above about 7.8%;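 also: 0% = vehicle wells and 100% = reference activator wells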
PLC-gamma1 inh = PLC-gamma1 enzyme inhibitors, primary screen, biochemical, fluorescence, purified enzyme. 1-phosphatidylinositol 4,5-bisphosphate phosphodiesterase gamma-1 (Homo sapiens), P19174. inhibition, % at 12.2 µM. 370,000 compounds, 0.84% hits. AID 720700, 2013. fluorogenic substrate; in the data active = inhibition above about 9.5%
Target sequence (P19174 whole entry, looked up): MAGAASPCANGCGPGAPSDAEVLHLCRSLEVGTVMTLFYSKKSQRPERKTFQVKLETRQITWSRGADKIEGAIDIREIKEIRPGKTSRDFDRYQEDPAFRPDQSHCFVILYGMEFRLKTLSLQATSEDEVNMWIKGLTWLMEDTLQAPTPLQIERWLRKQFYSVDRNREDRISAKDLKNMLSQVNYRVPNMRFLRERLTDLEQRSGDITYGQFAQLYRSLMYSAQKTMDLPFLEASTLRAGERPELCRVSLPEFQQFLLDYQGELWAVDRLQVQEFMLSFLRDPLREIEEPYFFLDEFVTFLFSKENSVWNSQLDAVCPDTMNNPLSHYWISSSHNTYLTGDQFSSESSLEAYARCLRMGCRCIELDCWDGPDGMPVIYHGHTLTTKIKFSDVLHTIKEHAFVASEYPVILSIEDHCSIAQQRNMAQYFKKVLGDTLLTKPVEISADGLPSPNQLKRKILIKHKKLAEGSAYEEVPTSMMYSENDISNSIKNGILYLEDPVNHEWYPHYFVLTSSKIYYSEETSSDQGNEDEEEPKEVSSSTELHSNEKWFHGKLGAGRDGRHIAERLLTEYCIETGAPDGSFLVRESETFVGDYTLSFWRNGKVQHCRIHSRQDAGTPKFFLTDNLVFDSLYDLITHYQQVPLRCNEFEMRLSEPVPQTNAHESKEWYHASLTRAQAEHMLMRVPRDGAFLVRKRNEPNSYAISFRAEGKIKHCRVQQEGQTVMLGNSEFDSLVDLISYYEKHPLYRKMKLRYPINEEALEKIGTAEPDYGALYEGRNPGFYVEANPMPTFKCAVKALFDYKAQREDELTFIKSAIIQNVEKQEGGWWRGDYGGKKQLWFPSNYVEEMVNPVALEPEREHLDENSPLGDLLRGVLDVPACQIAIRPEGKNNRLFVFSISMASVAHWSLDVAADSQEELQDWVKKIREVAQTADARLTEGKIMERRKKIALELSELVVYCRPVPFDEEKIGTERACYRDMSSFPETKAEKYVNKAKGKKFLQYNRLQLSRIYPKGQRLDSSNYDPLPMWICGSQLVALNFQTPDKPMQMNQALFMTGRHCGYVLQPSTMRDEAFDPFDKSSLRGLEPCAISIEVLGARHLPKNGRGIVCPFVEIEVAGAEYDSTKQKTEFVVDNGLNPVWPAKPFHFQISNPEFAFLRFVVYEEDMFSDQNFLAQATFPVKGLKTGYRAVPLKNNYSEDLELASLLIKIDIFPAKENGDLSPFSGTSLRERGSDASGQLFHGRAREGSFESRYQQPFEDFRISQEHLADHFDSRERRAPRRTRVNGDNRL
Numbers without * were called inactive.

How did Cc1nnc2n1N=CC=C(c1ccccc1)S2 do in these assays?
DAX1 inh-1: -1.3; MBD2 DNA inh: -2.9; ADAM17 inh: 0.5; hgDAF12 agonist: -3.9; hcDAF12 agonist: -2.2; PLCb3 inh: 2.3; DAX1 inh-2: -2.2; ssDAF-12 act: -1.0; NR1D1 modulator: 4.7; SMARCA2 act: -2.0; PLC-gamma1 inh: 2.8

How did COc1ccc(NC(=O)COC(=O)c2cc(OC)c(OC)c(OC)c2)c([N+](=O)[O-])c1 do in these assays?
DAX1 inh-1: -0.2; MBD2 DNA inh: 3.9; ADAM17 inh: -0.9; hgDAF12 agonist: 0.5; hcDAF12 agonist: 0.1; PLCb3 inh: -0.2; DAX1 inh-2: -0.6; ssDAF-12 act: -0.5; NR1D1 modulator: -2.0; SMARCA2 act: 0.9; PLC-gamma1 inh: 3.3

How did CC(C)C(NC(=O)c1cccnc1)C(=O)O (stereo not drawn) do in these assays?
DAX1 inh-1: 0.4; MBD2 DNA inh: -2.5; ADAM17 inh: 1.7; hgDAF12 agonist: -1.8; hcDAF12 agonist: -0.6; PLCb3 inh: 3.4; DAX1 inh-2: -0.7; ssDAF-12 act: -1.7; NR1D1 modulator: 4.7; SMARCA2 act: -0.9; PLC-gamma1 inh: 1.9

What do the screens show for `CC1CCC2(CC1)NC(=O)N(NC(=O)CCc1c[nH]c3ccccc13)C2=O` (stereo not drawn)?
DAX1 inh-1: -0.3; MBD2 DNA inh: 1.7; ADAM17 inh: -1.6; hgDAF12 agonist: -2.2; hcDAF12 agonist: 0.7; PLCb3 inh: -10.7; DAX1 inh-2: 1.0; ssDAF-12 act: -0.1; NR1D1 modulator: -4.1; SMARCA2 act: -1.3; PLC-gamma1 inh: -2.8

Results for O=C(CC1SC(=Nc2ccccc2)N(CCCCO)C1=O)NCc1ccccc1 (stereo not drawn) ?
DAX1 inh-1: -0.3; MBD2 DNA inh: 2.0; ADAM17 inh: -1.0; hgDAF12 agonist: 0.5; hcDAF12 agonist: 0.8; PLCb3 inh: 2.3; DAX1 inh-2: -0.5; ssDAF-12 act: -0.9; NR1D1 modulator: 1.7; SMARCA2 act: 1.4; PLC-gamma1 inh: 2.5

Results for Cc1cc2nc(NC(=O)C3(C)CCCN(C(C)C)C3)[nH]c2cc1C (stereo not drawn) ?
DAX1 inh-1: -0.8; MBD2 DNA inh: -3.5; ADAM17 inh: 0.1; hgDAF12 agonist: 0.3; hcDAF12 agonist: -0.1; PLCb3 inh: -4.1; ssDAF-12 act: -0.4; NR1D1 modulator: -3.1; SMARCA2 act: 6.3; PLC-gamma1 inh: 5.6

How did CCOc1cc(/C=N\NC(=O)c2ccc(NC(=O)CC)cc2)ccc1OC(=O)c1ccccc1 do in these assays?
DAX1 inh-1: -0.4; MBD2 DNA inh: 6.7; ADAM17 inh: -1.2; hgDAF12 agonist: 0.4; hcDAF12 agonist: 0.3; PLCb3 inh: 0.9; DAX1 inh-2: 1.4; ssDAF-12 act: -1.5; NR1D1 modulator: -2.2; SMARCA2 act: 2.6; PLC-gamma1 inh: -2.6

Results for NS(=O)(=O)c1ccc(CCNC(=O)C(=O)NCC2OCCN2S(=O)(=O)c2ccc(F)cc2)cc1 (stereo not drawn) ?
DAX1 inh-1: 0.0; MBD2 DNA inh: -1.6; ADAM17 inh: -4.7; hgDAF12 agonist: -0.4; hcDAF12 agonist: -0.1; PLCb3 inh: -9.8; DAX1 inh-2: 0.2; ssDAF-12 act: -1.1; NR1D1 modulator: -0.4; SMARCA2 act: -1.3; PLC-gamma1 inh: -1.2

How did O=c1[nH]c2ccc(S(=O)(=O)N3CCCCC3)cc2s1 do in these assays?
DAX1 inh-1: 0.8; MBD2 DNA inh: -1.9; ADAM17 inh: 1.1; hgDAF12 agonist: 2.4; hcDAF12 agonist: -0.3; PLCb3 inh: -0.2; DAX1 inh-2: -0.4; ssDAF-12 act: -0.7; NR1D1 modulator: 6.6; SMARCA2 act: -0.7; PLC-gamma1 inh: -2.0

How did CC1(C)OC1(C#N)c1ccccc1 (stereo not drawn) do in these assays?
DAX1 inh-1: 0.6; MBD2 DNA inh: 2.5; ADAM17 inh: -2.9; hgDAF12 agonist: 0.3; hcDAF12 agonist: 1.2; PLCb3 inh: 6.0; DAX1 inh-2: 0.6; ssDAF-12 act: -1.2; NR1D1 modulator: -3.8; SMARCA2 act: 4.7; PLC-gamma1 inh: -1.4

How did C/C=C(\C)C(=O)NNC(=O)c1sc(-c2ccccc2)nc1C do in these assays?
DAX1 inh-1: -0.1; MBD2 DNA inh: -3.2; ADAM17 inh: 2.5; hgDAF12 agonist: 0.1; hcDAF12 agonist: -1.7; PLCb3 inh: -5.7; DAX1 inh-2: 0.1; ssDAF-12 act: -0.7; NR1D1 modulator: -4.5; SMARCA2 act: -2.7; PLC-gamma1 inh: 1.2

How did COc1ccc(C2Nc3ccccc3NC3=C2C(=O)CC(C)(C)C3)cc1O (stereo not drawn) do in these assays?
DAX1 inh-1: -0.4; MBD2 DNA inh: 3.0; ADAM17 inh: -4.9; hgDAF12 agonist: -1.6; hcDAF12 agonist: 1.3; PLCb3 inh: -53.9; DAX1 inh-2: 0.7; ssDAF-12 act: -0.8; NR1D1 modulator: 1.8; SMARCA2 act: 4.4; PLC-gamma1 inh: -43.4

Results for CN(C)c1ccc(CNC(=O)C2CCN(S(=O)(=O)c3ccc4c(c3)CCCC(=O)N4)CC2)cc1 ?
DAX1 inh-1: -0.4; MBD2 DNA inh: -2.9; ADAM17 inh: 1.4; hgDAF12 agonist: -1.5; hcDAF12 agonist: 2.8; PLCb3 inh: -11.4; DAX1 inh-2: -0.5; ssDAF-12 act: -0.8; NR1D1 modulator: -4.0; SMARCA2 act: -1.7; PLC-gamma1 inh: -6.4

Results for CC(Sc1nnc(-c2ccco2)n1N)C(=O)NCC1CCCO1 (stereo not drawn) ?
DAX1 inh-1: -0.6; MBD2 DNA inh: 4.9; ADAM17 inh: -2.9; hgDAF12 agonist: 1.2; hcDAF12 agonist: -1.1; PLCb3 inh: 0.2; DAX1 inh-2: 0.2; ssDAF-12 act: -0.7; NR1D1 modulator: -5.2; SMARCA2 act: -1.2; PLC-gamma1 inh: 0.5

What do the screens show for `CN(Cc1ccccc1)C(=O)OCc1cn(Cc2ccccc2Cl)nn1`?
DAX1 inh-1: 0.4; MBD2 DNA inh: -6.7; ADAM17 inh: -0.7; hgDAF12 agonist: -1.0; hcDAF12 agonist: -2.1; PLCb3 inh: -0.1; ssDAF-12 act: -1.2; NR1D1 modulator: 2.3; SMARCA2 act: 3.0; PLC-gamma1 inh: 6.3

What do the screens show for `CCCCCOC(=O)CSc1nc2c(c(=O)[nH]c(=O)n2C)n1Cc1ccc(Cl)cc1`?
DAX1 inh-1: -0.3; MBD2 DNA inh: 4.9; ADAM17 inh: -0.6; hgDAF12 agonist: -0.5; hcDAF12 agonist: -0.5; PLCb3 inh: 2.4; DAX1 inh-2: 0.4; ssDAF-12 act: -1.1; NR1D1 modulator: 0.9; SMARCA2 act: -1.1; PLC-gamma1 inh: 0.0

Results for O=C(CSc1nc2c(c(C(F)(F)F)n1)CCc1ccccc1-2)NCc1ccc(F)cc1 ?
DAX1 inh-1: 0.3; MBD2 DNA inh: 0.8; ADAM17 inh: 1.6; hgDAF12 agonist: 1.8; hcDAF12 agonist: 0.3; PLCb3 inh: 12.9*; DAX1 inh-2: -0.1; ssDAF-12 act: -1.4; NR1D1 modulator: 59.9*; SMARCA2 act: -3.2; PLC-gamma1 inh: 13.2*

What do the screens show for `CC(C)(C)c1ccc(S(=O)(=O)NCc2ccc(C(=O)N3CCCC3)cc2)cc1`?
DAX1 inh-1: 0.6; MBD2 DNA inh: 2.0; ADAM17 inh: -5.8; hgDAF12 agonist: 0.9; hcDAF12 agonist: -0.5; PLCb3 inh: -1.0; DAX1 inh-2: -0.4; ssDAF-12 act: -1.2; NR1D1 modulator: 3.3; SMARCA2 act: -1.6; PLC-gamma1 inh: 2.5

Results for O=C(c1ccc(OC2CCN(Cc3ccc(C(F)(F)F)cc3)CC2)cc1)N1CCCCC1 ?
DAX1 inh-1: 0.1; MBD2 DNA inh: 3.2; ADAM17 inh: 4.6; hgDAF12 agonist: -1.8; hcDAF12 agonist: -0.9; PLCb3 inh: 2.1; DAX1 inh-2: 0.3; ssDAF-12 act: -1.3; NR1D1 modulator: 8.5; SMARCA2 act: -0.6; PLC-gamma1 inh: 3.2

What do the screens show for `COc1ccc(NC(=O)C2CCCN(S(=O)(=O)c3ccc(Cl)cc3)C2)cc1OC` (stereo not drawn)?
DAX1 inh-1: 0.2; MBD2 DNA inh: 0.1; ADAM17 inh: 1.6; hgDAF12 agonist: 0.8; hcDAF12 agonist: -0.6; PLCb3 inh: -1.7; DAX1 inh-2: -0.6; ssDAF-12 act: -1.4; NR1D1 modulator: 2.1; SMARCA2 act: -1.5; PLC-gamma1 inh: 3.0

Results for Cc1ccc(S(=O)(=O)N2CCC(C(=O)Nc3nnc(COc4ccccc4)s3)CC2)cc1 ?
DAX1 inh-1: 0.2; MBD2 DNA inh: -3.3; ADAM17 inh: 3.1; hgDAF12 agonist: -1.4; hcDAF12 agonist: -2.7; PLCb3 inh: 1.8; DAX1 inh-2: 0.4; ssDAF-12 act: -1.4; NR1D1 modulator: 1.8; SMARCA2 act: -1.3; PLC-gamma1 inh: 1.4

What do the screens show for `Cc1cccc(-c2cccc3c4c([nH]c23)[C@@H]2C[C@H]3[C@@H](CN2CC4)[C@H](C)ON3C)c1`?
DAX1 inh-1: -1.1; MBD2 DNA inh: 0.6; ADAM17 inh: -13.0; hgDAF12 agonist: 0.3; hcDAF12 agonist: 2.1; PLCb3 inh: -68.6; ssDAF-12 act: -1.1; NR1D1 modulator: 5.6; SMARCA2 act: -3.0; PLC-gamma1 inh: -52.7

Source: PubChem

Random draw from the library; any-hit rate near 7.4%.
